High-throughput results deposited in PubChem BioAssay by several laboratories.
PTK2B oligo ant = antagonists of Pyk2 self-association, primary screen, Q293 cells, FERM NanoBiT luminescence, HTS; hits give low values; z-score (the deposit names both 25 µM and 10 µM); 0.83% of 99,000 active;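 active = Z-score of -3 or lower, scaled per plate to the spread of control and sample wells; inactive = z-score above -3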;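 note: negative z-score means lost luminescence so less FERM oligomerization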
PostGolgi ctrl = growth inhibition of yeast control strain, primary screen, counter-screen for post-Golgi transport modulator project | efflux-deficient yeast background strain, growth absorbance A615, 16 h | inhibition, % at 10 µM | 5% of 98,000 active | AID 738, 2007
hDAT+cocaine = changed hDAT dopamine uptake under cocaine IC80, either direction, primary screen, cocaine antagonist project, cell-based, LLC-PK1 hDAT, [14C]-dopamine uptake, MLSMR; LLC-PK1 hDAT cells, [14C]-dopamine uptake with cocaine IC80; actives deviate in either direction; Sodium-dependent dopamine transporter (Homo sapiens), Q01959; 1.3% of 110,000 active; AID 449768, 2010; B-score at 10 µM;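 active = Z score or B-score, a plate-position-corrected score, falls beyond the plate's 99.7% confidence bounds, in either direction; inactive = both scores lie inside the 99.7% bounds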;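 note: scored against the spread of the other compound wells on the same plate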
LYP inh 2 = PTPN22 phosphatase inhibitors, primary screen, biochemical, DiFMUP fluorescence, 2 µM; Tyrosine-protein phosphatase non-receptor type 22 (Homo sapiens), Q9Y2R2; recombinant LYP catalytic domain; inhibition, % at 2 µM; 0.21% of 96,000 active;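 active = inhibition at 2 µM at or above a set limit, the screen mean plus 3 SD, cut at about 24% in these data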;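 note: 0% = DMSO with enzyme and 100% = enzyme fully blocked by orthovanadate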
CYP2C9 activ = human CYP2C9 activators, primary screen, biochemical, luminescence; Cytochrome P450 2C9 (Homo sapiens), P11712; recombinant CYP2C9, luciferin-H conversion; hits give high values; factor 1 = untreated enzyme, 0 = blocked; activation factor at 5 µM; 1.4% of 96,000 active; AID 1024, 2008;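 active = activation factor of 2 or more for CYP2C9 at a 5 µM dose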;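 note: 0 = sulfaphenazole-blocked wells and 1 = vehicle-only wells; values of inactives mirror those of a sister screen read the other way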
Target sequence (P11712 whole entry, looked up): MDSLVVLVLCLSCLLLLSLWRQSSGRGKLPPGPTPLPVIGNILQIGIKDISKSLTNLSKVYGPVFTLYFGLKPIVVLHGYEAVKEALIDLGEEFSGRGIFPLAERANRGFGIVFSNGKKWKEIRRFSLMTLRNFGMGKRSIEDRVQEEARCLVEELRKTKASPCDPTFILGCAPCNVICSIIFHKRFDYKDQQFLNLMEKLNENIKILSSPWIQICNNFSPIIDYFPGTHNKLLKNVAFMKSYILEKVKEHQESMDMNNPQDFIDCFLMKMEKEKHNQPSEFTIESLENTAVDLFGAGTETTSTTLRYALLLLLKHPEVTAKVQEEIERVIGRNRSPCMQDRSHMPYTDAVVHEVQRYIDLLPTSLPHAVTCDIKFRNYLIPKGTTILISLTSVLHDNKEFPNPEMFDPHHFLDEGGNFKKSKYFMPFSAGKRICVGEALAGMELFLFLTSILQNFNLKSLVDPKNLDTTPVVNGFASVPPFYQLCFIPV
PostGolgi yeast = phenotypic screen on post-Golgi transport, primary screen; post-Golgi transport phenotypic cell assay; inhibition, % at 10 µM; 0.9% of 98,000 active;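 note: yeast cells grown in 1536-well plates; yeast grown about 18 h at 30C before absorbance read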
LYP act = LYP phosphatase activators, primary screen, biochemical, DiFMUP fluorescence, 2 µM. recombinant LYP; 0 = plate median, 100 = signal doubled. activation, % at 2 µM. AID 697, 2007. Tyrosine-protein phosphatase non-receptor type 22 (Homo sapiens), Q9Y2R2. 0.11% of 96,000 active;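 active = activation at 2 µM above a set limit, the mean plus 5 SD, cut at about 37% in these data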
CYP2C9 inh = blockers of cytochrome P450 2C9 activity – biochemical, luminescence, ADME assay, primary screen | P11712 | CYP2C9 Supersomes, luciferin-H conversion | inhibition, % at 5 µM | 20% of 96,000 active | AID 777, 2007;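 active = blocking of liver enzyme CYP2C9 beyond about 50% at 5 µM, limit read from the data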; note: values of inactives mirror those of a sister screen read the other way
Ecoli WT expand = growth inhibitors of wild-type E. coli, primary screen, strain BW25113, expanded library, OD600 | OD600 absorbance | growth inhibition, % at 100 µM | 0.15% of 98,000 active | AID 710, 2007;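 active = growth inhibition above about 50% at one test dose, limit read from the data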;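 note: growth measured after 20 h incubation at 37 °C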
* marks the source's active call; other numbers are inactive results; . = no result given. Cut-off read from the data, not from the text of the source, unless noted: active = inhibition above about 30%; inactive = the rest.

SMILES	PTK2B oligo ant	PostGolgi ctrl	hDAT+cocaine	LYP inh 2	CYP2C9 activ	PostGolgi yeast	LYP act	CYP2C9 inh	Ecoli WT expand
O=C(NCc1ccccn1)C1CCCN(S(=O)(=O)c2ccc(Br)cc2)C1 (centres undefined)	-0.13	2	0.52	0	1.3	5	-4	-29	2
Cc1cc(Cl)ccc1OC(C)C(=O)Nc1ccc(S(=O)(=O)Nc2cnc3ccccc3n2)cc1 (centres undefined)	0.18	35*	0.22	8	0.1	27	-5	88*	8
O=S(=O)(c1ccc2ccccc2c1)N1CCN(S(=O)(=O)N2CCOCC2)CC1	0.78	8	0.28	-19	1.5	20	17	-54	-5
O=c1c2nnn(Cc3ccccc3)c2ncn1-c1ccccc1	0.67	34*	0.51	-3	1.4	-3	2	-38	-3
CCN(CCCNC(=O)CC(C(=O)N1CCc2ccccc21)n1ccnc1)c1cccc(C)c1 (centres undefined)	0.44	4	0.64	-2	0.8	6	0	18	-6
O=C(Nc1ccc2c(c1)CCC2)C1CCN(c2c3c(nc4ncnn24)CCC3)CC1	1.1	1	0.76	-4	0.8	-3	1	20	4
O=C(NCCOc1ccccc1)C(c1ccccc1)c1ccccc1	-1	1	-0.5	-9	0.8	-11	14	21	-9
NNC(=O)CNC(=O)c1cccc(Br)c1	0.07	-3	0.046	1	0.9	-2	1	6	-5
Cc1ccc(C)c(N2CCN(C(=O)CN(C)S(=O)(=O)c3cnc[nH]3)CC2)c1	-0.42	6	-0.036	2	0	-9	-5	100*	-4
O=C(c1cccnc1)N1CCN(C(=O)c2ccco2)CC1	0.17	.	0.073	-8	.	.	3	.	.
O=C(CSc1ccc2c(c1)OCCO2)NCc1ccco1	-0.28	-10	-0.054	5	0.3	6	-7	70*	-1
CN(C)c1nc(Oc2ccc(=O)[nH]n2)nc(N2CCCCC2)n1	0.99	4	0.11	2	0.8	-21	-6	19	3
COc1cc(/C=N\NC(=O)c2ccc(Cn3nc([N+](=O)[O-])c(Cl)c3C)o2)ccc1O	-0.77	2	0.16	-10	0.8	2	6	24	9
COC(=O)C1C(=O)c2c([nH]c(C(=O)OC3CCCCCC3)c2C)CC1C (centres undefined)	.	-6	0.48	.	1.1	-6	.	-7	-9
COc1ccc(NC(=O)C2CCCCN2N)cc1OC (centres undefined)	0.68	.	0.099	1	.	.	-2	.	.
Nc1nc2n(n1)C(c1ccco1)CC(c1ccc(Cl)cc1)N2 (centres undefined)	-0.41	4	1.3	-5	1.2	6	3	-23	4
Nc1ccc(-c2sc(N)nc2-c2ccccc2)cc1	-1.1	3	.	3	0.9	-3	0	12	10
COc1ccc(Br)cc1C(=O)O	0.17	0	-0.56	.	1.1	1	.	-11	4
COC(=O)/C(=C\Nc1ccccc1)NC(=O)c1ccc(Cl)cc1Cl	-0.2	4	0.0022	9	0.7	-4	-9	34	-11
COc1ccc(NC(=O)COc2ccc(/C=N/n3c(C)nnc3C)cc2OC)cc1	0.44	-2	0.74	-2	1.1	9	3	-8	3
CCCn1c(=O)c2c(c3ccccc31)OC(C)C(=O)N2 (centres undefined)	-0.07	9	-0.91	.	1.3	15	.	-33	-3
CCN(CC)CCNC(=O)Cc1c(C(=O)O)n(CC)c2ccccc12	0.19	-4	0.056	.	1	0	.	-3	1
Cc1ccc(S(=O)(=O)Nc2nc(C)c(NC(=O)OCCCl)s2)cc1	0.28	15	.	10	0.1	15	-9	89*	11
CC(C)CCOCC1CC2(CC(C)(c3csc(N)n3)OC2=O)C(=O)O1 (centres undefined)	-0.21	2	0.26	-4	1.2	5	2	-19	3
Cc1cc(NC(=O)c2cc(-c3ccccn3)nc3ccccc23)no1	-0.33	-1	0.18	.	0.5	3	.	47	5
O=C1CC(c2cccc(Cl)c2)c2cc3c(cc2N1)CCC3 (centres undefined)	-1.4	89*	-0.31	11	0.6	1	-9	35	2
O=C(Nc1ccc(N2CCCC2)cc1)c1cccc(F)c1	-0.58	5	0.52	19	1	12	-17	1	-8
COc1ccc(NC(=O)CCc2nc(-c3ccc(C)cc3)no2)c(OC)c1	0.98	10	0.035	3	0.9	-2	-4	12	-16
CCn1nnc(-c2ccccc2NS(=O)(=O)c2ccc(S(=O)(=O)N3CCCCCC3)cc2)n1	-0.53	11	-0.12	-8	0.9	12	5	5	6
CCCOCC1CC2(CC(C)(c3csc(N)n3)OC2=O)C(=O)O1 (centres undefined)	-0.16	.	1	6	.	.	-6	.	.
CC(C)(C)OC(=O)N1CCN(c2ccc(CNC(=O)c3ccc(Cl)cc3)cc2)CC1	-0.96	10	0.5	10	0.5	0	-7	48	-1
COC(=O)c1ccc(C(=S)N2CCOCC2)cc1	-0.44	6	.	-6	0.9	8	1	8	1
CCOc1cc2[nH]c(=S)n(CCCN3CCCC3=O)c(=O)c2cc1OCC	-0.12	35*	-0.22	.	0.7	2	.	35	2
COc1ccccc1Nc1nc2c(C)cccc2cc1C#N	-0.42	0	-1.1	14	1	-7	-10	-3	-16
O=c1cc(CN2CCN(c3ccccc3O)CC2)nc2sccn12	-0.81	-15	0.78	6	0.9	-2	-7	12	-4
O=C(Nc1nnc(-c2ccc3c(c2)CCCC3)o1)c1ccccc1Cl	.	28	0.09	0	1.2	88*	-3	-16	6
Cc1[nH]c(=O)[nH]c(=O)c1S(=O)(=O)N(C)Cc1ccccc1	0.14	13	0.26	-11	0.9	-1	8	7	0
Cc1cc(=O)oc2cc(Oc3ccc([N+](=O)[O-])cc3C(F)(F)F)ccc12	0.19	.	0.34	-12	.	.	10	.	.
COCCN1C(=O)C(=O)/C(=C(/O)c2ccc(S(=O)(=O)N3CCOCC3)cc2)C1c1ccc(C(C)C)cc1 (centres undefined)	.	-5	0.81	7	1	4	-2	-3	3
COc1cccc2cc(C(=O)N3CCN(c4ncccn4)CC3)c(=O)oc12	0.24	-1	-1.3	7	1.2	1	-6	-16	-17
Cc1nn(-c2ccccn2)c2nc(-c3cccs3)cc(C(=O)N3CCOCC3)c12	-1.7	0	1.8	-10	0.9	0	8	11	1
O=C1C2C3C=CC(C3)C2C(=O)N1CNc1ccccc1 (centres undefined)	0.96	20	0.98	-1	1.4	7	1	-43	2
O=C(CN(CC1CCCO1)S(=O)(=O)c1ccc(S(=O)(=O)NCC2CCCO2)cc1)Nc1ccccc1 (centres undefined)	0.14	6	0.47	-3	0.1	3	4	90*	-6
O=C1N(Cc2ccc3c(c2)OCO3)c2ccccc2C1(O)c1c[nH]c2ccccc12 (centres undefined)	0.72	39*	.	-10	0.2	5	9	80*	-4
COc1cccc(OCCCOc2ccc([N+](=O)[O-])cc2Cl)c1	0.32	12	.	2	0.6	-2	1	44	5
CC1(C)CC(=O)c2cc(C(=O)NCc3ccco3)c(=O)n(-c3ccc(Cl)cc3)c2C1	-0.59	2	-0.11	-16	0.6	-3	20	43	0
CC(=O)Nc1ccc(OCC(O)Cn2nc(C)nc2C)cc1 (centres undefined)	0.74	12	-0.049	-7	1.1	-5	2	-7	-4
CCN(CC)S(=O)(=O)c1ccc(OC)c(NC(=O)c2cccc([N+](=O)[O-])c2C)c1	-0.36	.	-7.7*	-4	.	.	11	.	.
Cc1ccc(-n2c(SCC(=O)NCC3CCCO3)nc3c(c2=O)SCC3)cc1 (centres undefined)	-0.13	-4	0.81	.	0.9	15	.	12	5
CCOc1cc(NC(=S)NCc2ccco2)c(OCC)cc1NC(C)=O	0.65	-1	-0.48	-1	1	11	4	2	3
O=C(NCCN1CCN(c2ccccc2)CC1)c1ccc(NC(=O)C2CCCO2)cc1 (centres undefined)	0.36	2	-0.9	8	1.1	-1	-9	-5	-2
O=[N+]([O-])c1ccc(Oc2ccc(F)cc2Br)c2ccncc12	-1.6	68*	-1	5	0.9	54*	-1	6	-4
O=C(NC1CC1)c1c[nH]c2ccc(S(=O)(=O)Nc3cccc(C(F)(F)F)c3)cc2c1=O	-1.9	-2	0.01	8	0.5	0	-9	54*	0
CCCCn1c(-c2ccccc2)nnc1-c1ccccc1	-1.3	5	-0.094	-10	0.9	2	7	8	-1
Cc1ccc(C(=O)NNC(=O)C2CCN(c3nccc(C)n3)CC2)cc1	-0.32	4	0.15	0	0.5	12	3	50*	-6
CCc1nn2c(N3CCOCC3)cc(C)nc2c1-c1ccc(F)cc1	0.24	45*	-0.0074	2	0.8	-4	2	20	0
COc1ccc(CNC(=O)/C=C/c2cc([N+](=O)[O-])ccc2OC(F)F)cc1	0.09	2	0.47	-7	1	3	8	-2	-11
CCC(C)(C)n1nnnc1C(c1cc2ccc(OC)cc2[nH]c1=O)N1CCCCC1 (centres undefined)	0.76	2	0.36	7	0.8	-4	-7	19	4
O=C(Nc1ccc(S(=O)(=O)N2CCOCC2)cc1)c1ccco1	-0.45	1	-0.18	-1	0.9	5	1	11	-1
Cc1sc2nc(C)n(/N=C/c3ccccc3O)c(=O)c2c1C	0.54	10	-0.47	12	1.1	0	-9	-10	-1

(listing goes on)
SMILES	PTK2B oligo ant	PostGolgi ctrl	hDAT+cocaine	LYP inh 2	CYP2C9 activ	PostGolgi yeast	LYP act	CYP2C9 inh	Ecoli WT expand
Cn1c(NC(=O)c2ccco2)c(-c2ccccc2)c(=O)c2ccccc21	0.1	-5	-1.5	-6	0.6	11	4	37	2
Cc1ccccc1CS(=O)(=O)Cc1ccc(C(=O)NCC2CCCO2)o1 (centres undefined)	.	-4	.	-4	0.7	-6	2	29	0
CCOC(=O)Nc1cccc(OCC(=O)Nc2ccccc2OCC)c1	-1.9	16	0.24	-1	1.3	-12	-1	-33	-15
Cc1ccc(C(=O)Nc2c3c(nn2C(C)(C)C)CS(=O)(=O)C3)cc1C	1.2	13	-0.22	-2	1.1	3	1	-12	-2
COc1ccc(N(CC(=O)NC(C)C)S(=O)(=O)c2ccc(NC(C)=O)cc2)cc1	-0.06	1	-0.037	-7	0.1	0	4	93*	-10
CCOc1ccc(C(=O)N(Cc2ccc(N(C)C)cc2)C2CCS(=O)(=O)C2)cc1 (centres undefined)	0.07	7	-1.1	13	0.3	-6	-15	65*	-1
COc1ccc(CCC(=O)Nc2ccc(N3CCOCC3)cc2)cc1	0.35	-4	0.46	1	0.8	13	2	21	-9
COc1cc(/C=C2/CCC/C(=C\c3cc(O)c(OC)c(Cl)c3)C2=O)cc(Cl)c1O	-4.2*	22	-0.16	1	1.6	2	3	-55	-10
O=C(NCc1ccc2c(c1)OCO2)c1ccc(CS(=O)(=O)c2ccc(Br)cc2)o1	.	15	0.92	.	0.1	-5	.	95*	-3
CCOC(=O)c1ccc(NC(=S)NCCc2ccccc2)cc1	-0.55	4	2	6	0.3	4	-2	66*	2
CC(=O)c1ccc(NC(=O)CSc2nnc(NC(=O)CN3CCOCC3)s2)cc1	-0.29	6	-0.29	.	0.3	22	.	67*	6

Single values from the entries so far:
LYP act with `CCOc1ccc(C(=O)N(Cc2ccc(N(C)C)cc2)C2CCS(=O)(=O)C2)cc1` (centres undefined) stands at -15
CYP2C9 inh with `Cc1ccccc1CS(=O)(=O)Cc1ccc(C(=O)NCC2CCCO2)o1` (centres undefined) stands at 29
